# MITF primary: human MITF inhibition, primary screen; AlphaScreen MITF homodimerization, bead proximity signal; inhibition, % at 2.6 µM; 0.91% of 650,000 active; AID 1259374; in the data active = inhibition above about 50%;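 note: 0% = vehicle wells with protein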
# Target sequence (O75030 whole entry, looked up): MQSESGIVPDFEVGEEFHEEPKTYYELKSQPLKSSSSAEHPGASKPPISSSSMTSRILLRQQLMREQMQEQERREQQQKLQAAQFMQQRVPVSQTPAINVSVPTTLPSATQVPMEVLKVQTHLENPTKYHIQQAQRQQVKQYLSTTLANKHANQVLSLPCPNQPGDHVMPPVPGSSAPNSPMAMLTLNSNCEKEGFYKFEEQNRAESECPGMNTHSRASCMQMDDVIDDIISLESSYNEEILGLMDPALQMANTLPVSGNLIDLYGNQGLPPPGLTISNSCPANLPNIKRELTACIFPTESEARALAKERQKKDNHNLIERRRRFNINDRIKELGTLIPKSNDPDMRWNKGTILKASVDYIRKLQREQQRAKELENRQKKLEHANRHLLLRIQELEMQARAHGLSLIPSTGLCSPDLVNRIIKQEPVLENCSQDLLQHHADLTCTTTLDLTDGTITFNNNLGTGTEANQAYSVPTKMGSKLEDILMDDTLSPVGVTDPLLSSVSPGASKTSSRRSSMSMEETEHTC
# TEAD-YAP inh: TEAD-YAP interaction inhibition; HEK-TIYL cells, TEAD-Gal4/YAP UAS-luciferase luminescence; inhibition, % at 9.12 µM; 1.4% of 640,000 active; AID 1259422; in the data active = inhibition above about 32%;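 note: 0% = median of test compound wells and 100% = reference inhibitor wells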
# GPR151 ag: activators of human GPR151; 1% of 650,000 active; PathHunter beta-arrestin GPR151 cells, luminescence; AID 1508602; activation, % at 11.2 µM; in the data active = activation above about 4.9%;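 note: 0% = median of compound wells and 100% = cells with positive control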
# Target sequence (Q8TDV0 whole entry, looked up): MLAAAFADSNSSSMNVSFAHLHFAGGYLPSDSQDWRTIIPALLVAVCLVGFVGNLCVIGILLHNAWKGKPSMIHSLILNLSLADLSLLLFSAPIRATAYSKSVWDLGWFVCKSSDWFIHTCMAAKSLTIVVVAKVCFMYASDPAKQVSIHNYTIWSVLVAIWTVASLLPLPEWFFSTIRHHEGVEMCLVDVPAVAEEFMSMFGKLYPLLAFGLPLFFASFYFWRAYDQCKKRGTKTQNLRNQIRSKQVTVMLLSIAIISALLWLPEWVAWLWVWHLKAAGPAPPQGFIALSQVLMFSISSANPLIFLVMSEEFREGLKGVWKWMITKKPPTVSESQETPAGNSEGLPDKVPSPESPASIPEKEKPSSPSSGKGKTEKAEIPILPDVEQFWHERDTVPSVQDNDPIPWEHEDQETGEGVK
# FBW7 activator: activators of human E3 ligase FBW7. AlphaScreen FBW7–phospho-cyclin E peptide binding, activator screen. normalized activity (activation), % at 26.1 µM. 0.13% of 650,000 active; in the data active = normalized activity above about 1.9%;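 note: purified mutant Fbw7 with reduced substrate affinity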
# Numbers without * were called inactive.
item	Structure	MITF primary	TEAD-YAP inh	GPR151 ag	FBW7 activator
1	Cc1ccc2c(COC(=O)CNC(=O)c3ccccc3)cc(=O)oc2c1	11	9	0.6	0.3
2	O=C(Nc1ccnn1C1CCN(C(=O)Cn2nc3ccccc3n2)CC1)C1CC1	8	11	-0.8	0.0
3	Cn1cc(CN2CCN(Cc3ccsc3)C(CCO)C2)c2ccccc21 (stereo not drawn)	-1	-16	-1.6	-0.1
4	CC(Oc1ccc(Cl)cc1Cl)C(=O)NC1=NN(c2ccccc2)C(=O)C1 (stereo not drawn)	-9	-7	0.0	-0.1
5	Cc1ccc(C(=O)CCC(=O)Nc2cc(C)ccc2O)cc1	8	6	0.2	0.1
6	O=S(=O)(c1cccc(N=Cc2ccc(O)c(O)c2O)c1)N1CCCCCC1	36	-8	0.5	0.3
7	COC(=O)c1ccc(COC(=O)CCC(=O)Nc2cccc3cccnc23)cc1	2	14	1.0	-0.1
8	CCc1ccc(CCC(=O)Nc2ccccc2C(=O)O)o1	18	-18	-2.2	0.4
9	CCC(=O)N1CCc2cc(S(=O)(=O)Nc3cccc(OC)c3)ccc21	8	10	0.6	0.2
10	COc1ccc(C(c2nnnn2C(C)(C)C)N2CCN(C3CCCCC3)CC2)cc1 (stereo not drawn)	7	0	1.0	0.1
11	CCC(=O)Nc1c(C(=O)Nc2ccccc2)oc2ccccc12	12	9	-0.5	0.3
12	COc1ccccc1OCCOCCOc1ccccc1Cl	19	-6	3.2	0.2
13	COc1ccc(CCNC(=O)/C=C/c2ccc(C)o2)cc1	17	3	0.3	0.2
14	COc1ccc(C(=O)c2sc3nc(N)c(C#N)c(-c4ccc(OC)cc4)c3c2N)cc1	7	-8	-0.3	0.0
15	Cc1ccc(O)c(N2C(=O)c3ccc(S(=O)(=O)c4ccc(C(=O)O)cc4)cc3C2=O)c1	-7	-17	-1.2	-0.2
16	O=C(/C(=N/O)n1cnc([N+](=O)[O-])n1)c1ccccc1	28	-8	0.2	0.2
17	COc1ccccc1NC(=O)C1=C(C)NC(=S)NC1c1ccc(Cl)cc1 (stereo not drawn)	2	0	1.2	-0.1
18	COc1ccc(OC)c(NC(=O)C(CC(=O)O)Cc2ccc(Br)cc2)c1 (stereo not drawn)	10	5	-0.2	0.0
19	CNC(=O)c1c(NC(=O)c2ccc(OC)c(OC)c2)sc2c1CCC2	1	-1	-1.3	-0.1
20	Ic1ccccc1N1COc2ccc3ccccc3c2C1	0	1	1.2	-0.1

# Later entries.
item	Structure	MITF primary	TEAD-YAP inh	GPR151 ag	FBW7 activator
21	Cc1ccc2nc(-c3ccc(C)c(C)c3)cc(C(=O)OCC(=O)c3ccccc3)c2c1	27	2	-0.5	0.1
22	O=C(Nc1cccc2ncccc12)c1cc2ccccc2oc1=O	5	-21	0.2	0.1
23	Oc1ccc(C(c2ccc(O)cc2)c2ccc(F)cc2)cc1	6	7	7.7*	-0.1
24	O=[N+]([O-])c1ccccc1-n1nc2ccc3nonc3c2n1	-4	-9	-0.3	-0.2
25	CSc1nc2ccccc2n1CN1CCCC(O)C1 (stereo not drawn)	12	-3	0.1	0.1
26	CCCCCOC(=O)C1=C(C)NC2=C(C(=O)CCC2)C1c1ccccc1OC(C)C (stereo not drawn)	12	-3	0.3	0.3
27	COC(=O)C1=C(C)NC2=C(C(=O)CC(c3ccccc3OC)C2)C1c1ccc(OC)c(Br)c1 (stereo not drawn)	-5	5	-0.2	-0.1
28	O=C1CC(Sc2nnc(-c3ccccc3O)o2)C(=O)N1c1ccccc1 (stereo not drawn)	3	3	0.2	-0.1
29	COc1ccc(Nc2ccn3ncc(-c4ccc(N(C)C)cc4)c3n2)cn1	-2	1	-0.1	1.6
30	COc1nc(Nc2ccc(NC(C)=O)cc2)nc(-c2c(C)noc2C)n1	7	-5	2.3	0.0
31	Cc1nc2sccn2c1-c1csc(Nc2cccc([N+](=O)[O-])c2)n1	-3	-12	-0.2	0.0
32	COC(=O)C1=C(N)N(c2ccccc2F)C2=C(C(=O)CC(C)(C)C2)C1c1ccc(Br)cc1 (stereo not drawn)	10	2	1.5	0.0
33	O=C(N/N=C/c1ccc([N+](=O)[O-])s1)c1cccc(Cn2cccn2)c1	24	-2	3.2	0.2
34	COc1cc(N/N=C/c2ccccc2[N+](=O)[O-])ncn1	18	-8	-0.8	0.8
35	Cc1cc2c(c(-c3ccccn3)c1)OC(CNC(=O)C(C)C)C2 (stereo not drawn)	-5	-2	-0.2	-0.1
36	CCOC(=O)c1c(C2COc3ccccc3O2)csc1NC(=O)Cc1ccccc1 (stereo not drawn)	-10	-3	0.4	-0.1
37	Cc1cc(C)c(Nc2nncc(=O)[nH]2)c(C)c1	12	3	-1.2	0.1
38	O=C(Nc1nc(-c2ccccc2)cs1)c1cccnc1	5	-16	-0.1	0.0
39	COc1ccccc1-c1nnc(SCC(=O)NC(C)(C#N)C(C)C)n1N (stereo not drawn)	-6	2	-0.3	-0.1
40	Cc1ccc(OCC(=O)N2CC3(C)CC2CC(C)(C)C3)c([N+](=O)[O-])n1 (stereo not drawn)	51*	6	1.3	0.2

# Next part
item	Structure	MITF primary	TEAD-YAP inh	GPR151 ag	FBW7 activator
41	O=C(NC(=S)NCC1CCCO1)c1ccccc1[N+](=O)[O-] (stereo not drawn)	7	-6	0.0	0.0
42	Cc1ccc(-c2nn(-c3ccccc3)cc2/C=N/Nc2ncnc(N)c2[N+](=O)[O-])o1	0	-44	-1.7	-0.9
43	COC(=O)CSc1nnc(-c2cccs2)n1-c1ccccc1	-6	-6	-0.1	-0.1
44	N#CC1=C(N)Oc2cc(N)ccc2C1c1cccc(Cl)c1Cl (stereo not drawn)	11	1	-0.4	0.1
45	O=C(CCc1ccccc1)NNC(=O)C(c1ccccc1)c1ccccc1	-10	1	-0.7	-0.1
46	Cc1cccc(N2CC(O)Cn3c2nc2c3c(=O)[nH]c(=O)n2C)c1 (stereo not drawn)	15	-1	-0.2	0.1
47	CCCSc1nnc2c(n1)OC(c1cc(Br)cc(Br)c1OC)Nc1ccccc1-2 (stereo not drawn)	11	-7	0.9	0.0
48	O=C(Cc1cccc2ccccc12)N/N=C/c1ccc(C(=O)O)cc1	17	-5	0.7	1.1
49	CC(C)NC(=O)Cn1c(SCC(=O)N2CCCCC2)nc2ccccc21	0	-5	0.1	1.6
50	CNC(=S)N(CCc1nc2ccccc2[nH]1)C1CCCC1	3	2	0.0	-0.1
51	O=C(Cc1ccccc1[N+](=O)[O-])Nc1ccc(S(=O)(=O)N2CCCC2)cc1	12	4	1.5	0.0
52	CCOc1ccc(Nc2nc3ccccc3n3c(C)nnc23)cc1	10	-3	1.7	0.0
53	CCn1c(SCC(=O)NCc2ccco2)nc2c(c1=O)SC(C)C2 (stereo not drawn)	2	-6	-0.5	-0.3
54	COCC(=O)Nc1ccc(I)cc1	33	-15	-0.5	0.2
55	O=C1OC(NC(=O)c2ccccc2)C(NC(=O)c2ccccc2)=C1Cl (stereo not drawn)	-13	-12	0.4	-0.2
56	O=C(O)CC1(CC(=O)N2CCC3(CC2)NCCc2c3[nH]c3ccccc23)CCCC1	-15	-3	-0.2	-0.3
57	Cc1ccccc1NS(=O)(=O)c1ccc2c(c1)CCN2C(=O)CCC(=O)O	12	0	0.1	-0.1
58	Nc1cccc(C(=O)N2CCCCC2)c1	6	8	1.6	-0.2
59	COc1cc(NC(=S)NCc2cccs2)cc(OC)c1	-2	-3	1.1	0.1
60	COC(=O)COc1cc(C)cc2oc(=O)cc(-c3ccccc3)c12	5	-19	0.7	0.3

# Six records drawn at random from the list so far:
item	Structure	MITF primary	TEAD-YAP inh	GPR151 ag	FBW7 activator
13	COc1ccc(CCNC(=O)/C=C/c2ccc(C)o2)cc1	17	3	0.3	0.2
21	Cc1ccc2nc(-c3ccc(C)c(C)c3)cc(C(=O)OCC(=O)c3ccccc3)c2c1	27	2	-0.5	0.1
9	CCC(=O)N1CCc2cc(S(=O)(=O)Nc3cccc(OC)c3)ccc21	8	10	0.6	0.2
30	COc1nc(Nc2ccc(NC(C)=O)cc2)nc(-c2c(C)noc2C)n1	7	-5	2.3	0.0
34	COc1cc(N/N=C/c2ccccc2[N+](=O)[O-])ncn1	18	-8	-0.8	0.8
60	COC(=O)COc1cc(C)cc2oc(=O)cc(-c3ccccc3)c12	5	-19	0.7	0.3

# Returning to the listing with the four entries that preceded the break.
item	Structure	MITF primary	TEAD-YAP inh	GPR151 ag	FBW7 activator
57	Cc1ccccc1NS(=O)(=O)c1ccc2c(c1)CCN2C(=O)CCC(=O)O	12	0	0.1	-0.1
58	Nc1cccc(C(=O)N2CCCCC2)c1	6	8	1.6	-0.2
59	COc1cc(NC(=S)NCc2cccs2)cc(OC)c1	-2	-3	1.1	0.1
60	COC(=O)COc1cc(C)cc2oc(=O)cc(-c3ccccc3)c12	5	-19	0.7	0.3
61	COc1ccc(CC2=C(O)c3ccccc3C(=O)C2=O)cc1	-4	-11	1.7	-0.2
62	O=C(CCc1nnc(C2CCCCC2)o1)N1CCN(Cc2ccccc2)CC1	-12	-23	0.0	-0.1
63	Cc1cccc(NC(=O)N2CCC(C(=O)NC3CCCc4ccccc43)CC2)c1 (stereo not drawn)	-15	1	0.1	-0.1
64	CCN(CC)S(=O)(=O)c1ccc(C(=O)ONC(=O)c2ccc(OC(F)F)cc2)cc1	12	1	-0.7	1.2
65	N#Cc1c(=O)c2cccnc2n2c1[nH]c1ccccc12	-4	4	1.4	-0.1
66	CC(NCc1ccco1)C(=O)N1CCc2ccccc2C1 (stereo not drawn)	4	2	-0.6	0.1
67	CCN1CCN(C(=O)CN(Cc2ccccc2)S(=O)(=O)c2c(C)cc(C)cc2C)CC1	8	-1	-0.1	-0.2
68	Cc1cc(/C=C2\C(=N)N3N=C(S(C)(=O)=O)SC3=NC2=O)c(C)n1-c1cccc(F)c1	7	-8	0.2	0.0
69	CC(C)(C)SCCNC(=O)Nc1ccc(Cl)cc1	1	-62	-0.3	0.0
70	Cc1nn(-c2ccccc2)nc1CNS(=O)(=O)c1ccc2c(c1)OCCN2C	10	9	-0.5	0.2
71	CC(C)(C)N(Cc1ccc(F)cc1)C(=O)/C=C/C(=O)O	2	4	1.0	-0.3
72	CCOc1ccccc1NC(=O)CN(c1nccs1)S(=O)(=O)c1ccc(N)cc1	6	2	-1.7	0.1
73	CCCCN1CCN(c2ccc3c(c2)CCC3)C1=O	-12	-35	-2.0	0.1
74	CCN(CC)S(=O)(=O)c1ccc(NC(=O)COc2ccc(C)cc2)cc1	-7	3	-0.3	0.0
75	CC(=O)Nc1cc(NC(=O)CSc2nc(N)cc(N)n2)ccc1C	-3	-7	0.6	0.1
76	O=C(c1c(F)cccc1F)N1CCN(S(=O)(=O)c2cc3c4c(c2)CCC(=O)N4CCC3)CC1	2	-2	0.2	0.1
77	O=C(O)CCn1ccc(=O)[nH]c1=O	10	13	-1.3	0.0
78	CCCC(=O)Nc1ccc(NC(=O)C(C)C)cc1	-6	5	0.7	0.2
79	CCOC(=O)c1sc(NC(=O)c2cccc(Br)c2)c(C(=O)OCC)c1C	8	5	2.5	0.0
80	COc1cc(NC(=O)c2cccc(F)c2)c(OC)cc1NC(=O)c1ccccc1	10	-3	2.5	0.8

# (continued)
item	Structure	MITF primary	TEAD-YAP inh	GPR151 ag	FBW7 activator
81	COc1ccc(C2CC(=O)C3=C(C2)Nc2ccccc2NC3c2c(Cl)cccc2Cl)cc1 (stereo not drawn)	4	0	0.8	-0.3
82	Cc1oc2ccc(NS(=O)(=O)c3cccs3)cc2c1C(=O)OCc1ccccc1	-14	-3	-0.2	-0.1
83	COc1ccc(C2CC(C(F)(F)F)n3ncc(C(=O)NCc4ccco4)c3N2)cc1OC (stereo not drawn)	13	-30	0.0	0.5
84	COc1ccc(S(=O)(=O)N2CCN(c3ncnc4c3nnn4-c3ccc(F)cc3)CC2)cc1	1	-4	-0.1	0.0
85	CN(C)CCCN(C(=O)C1CC1)c1nc(-c2ccccc2)cs1	-9	-3	-0.3	-0.1
86	CCOc1cc(-c2nc3sc4c(c3c(=O)[nH]2)CCCC4)ccc1OCc1ccccc1	-1	0	-1.1	-0.1
87	Cc1ccc(NC(=O)c2c(O)c3ccccc3n(CC(C)C)c2=O)cc1	-15	2	1.2	0.0
88	CCCCNC(=O)/C(=C/c1ccc(OC)cc1)NC(=O)c1ccco1	-1	11	2.1	0.0
89	COc1ccc(S(=O)(=O)N2Cc3ccccc3CC2C(=O)NCCc2ccc(OC)c(OC)c2)cc1 (stereo not drawn)	4	8	0.9	-0.1
90	O=C1N[C@H](Cc2ccc(O)cc2)C(=O)N2CCN(Cc3nc(-c4ccc(F)cc4)cs3)C[C@H]12	-5	-2	2.8	-0.3
91	Cc1ccc(CN2C[C@H](n3cnnn3)C[C@H]2C(=O)Nc2ccc3c(c2)COC3)cc1	2	-1	1.2	-0.1
92	CCOC(=O)COc1ccccc1C1Oc2nc(SC)nnc2-c2ccccc2N1C(=O)CC (stereo not drawn)	6	0	-2.0	0.1
93	COC(=O)CC1C(=O)NCCN1C(=S)Nc1ccccc1Cl (stereo not drawn)	3	-8	-1.3	0.2

# Not a hit list (roughly 3.4% active in at least one column).
